High-throughput results from PubChem BioAssay.
GLD-1 RNA inh – GLD-1-TGE RNA interaction inhibition (C. elegans) | Q17339 | purified GLD-1 + fluorescein TGE RNA, fluorescence polarization | inhibition, % at 5.96 µM | hit rate 0.44% among 320,000;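 active = percent inhibition above a per-plate cutoff, the plate mean of test compounds plus 3 SD, cut at about 30% in these data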;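 note: 0% = DMSO wells with GLD-1 and probe and 100% = wells lacking GLD-1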
EBNA-1 inhibitor – blocks EBNA-1 binding to DNA; EBNA-1 DNA binding, fluorescence polarization; inhibition, % at 14.8 µM; hit rate 0.34% among 300,000; AID 1950; in the data active = inhibition above about 28%
MCL1-BIM inh – MCL1-BIM-BH3 interaction inhibition (human) | Q07820 | GST-MCL1 / FITC-Bim-BH3 fluorescence polarization | inhibition, % at 10.9 µM | hit rate 0.68% among 320,000;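 active = inhibition above the mean inhibition of all tested compounds plus 3 SD, set per campaign, cut at about 40% in these data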;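 note: 0% = DMSO wells and 100% = unlabeled Bim-BH3 peptide control; higher means more loss of mP so more displacement of Bim peptide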
ZTA DNA inh – blocks Epstein-Barr virus ZTA, an EBNA-1 counter-screen; hit rate 0.15% among 320,000; P03206; ZTA-DNA binding, fluorescence polarization; inhibition, % at 11 µM; in the data active = inhibition above about 33%
Yeast superoxide – lowers age-related superoxide in aged yeast cells; S. cerevisiae aged cells, superoxide DHE fluorescence; hits give low values; superoxide response (% of plate mean), % at 10 µM; hit rate 0.18% among 330,000; AID 2690;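 active = superoxide response under a set limit, about three screen SD below normal, cut at about 65% in these data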;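 note: yeast aged for seven days with compound at 30 °C before DHE staining; 100% = average MFI of all compound-treated wells on the plate with controls excluded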
Fam108B inh – Fam108B inhibition, counter-screen for RBBP9 inhibitors; recombinant Fam108B, FP-Rh probe fluorescence polarization; inhibition, % at 9.51 µM; hit rate 0.33% among 300,000; AID 1947;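 active = inhibition above the screen mean inhibition plus 3 SD, computed separately per campaign, cut at about 18% in these data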;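 note: inhibitors lower polarization as less probe binds the enzyme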
BCLXL inh – Bcl-xL (human) inhibition; inhibition, % at 10.9 µM; hit rate 0.7% among 320,000; Q07817; GST-Bcl-xL / FITC-Bim BH3 peptide fluorescence polarization; AID 2129;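 active = inhibition above the mean of all tested compounds plus 3 SD, cutoff set per campaign, cut at about 30% in these data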;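 note: 0% = DMSO wells and 100% = unlabeled Bim-BH3 peptide competitor; inhibitors lower millipolarization by displacing the labeled peptide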
Target sequence (Q07817 whole entry, looked up): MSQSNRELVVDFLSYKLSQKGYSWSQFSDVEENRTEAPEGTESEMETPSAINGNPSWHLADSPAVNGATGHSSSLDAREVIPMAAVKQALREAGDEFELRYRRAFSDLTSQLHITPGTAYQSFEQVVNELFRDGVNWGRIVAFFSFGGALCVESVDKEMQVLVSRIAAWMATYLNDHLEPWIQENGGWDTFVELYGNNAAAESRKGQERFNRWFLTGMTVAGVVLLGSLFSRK
MEX-5 binding – C. elegans MEX-5 TCR-2 RNA binding activity; Q9XUB2; MEX-5/FITC-TCR2 RNA binding, fluorescence polarization; hits give low values; activity score (negative = inhibition of binding), % at 10 µM; hit rate 0.38% among 300,000; AID 1832;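 active = inhibition past about -25% in most replicates, and total fluorescence under double the plate's negative control median, limit read from the data; inconclusive = replicates evenly split on the limit, or fluorescence at least double controls; inactive = too little inhibition in most replicates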;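 note: 0% = DMSO and -100% = 5 µM competing unlabeled TCR2 RNA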
Target sequence (Q9XUB2 whole entry, looked up): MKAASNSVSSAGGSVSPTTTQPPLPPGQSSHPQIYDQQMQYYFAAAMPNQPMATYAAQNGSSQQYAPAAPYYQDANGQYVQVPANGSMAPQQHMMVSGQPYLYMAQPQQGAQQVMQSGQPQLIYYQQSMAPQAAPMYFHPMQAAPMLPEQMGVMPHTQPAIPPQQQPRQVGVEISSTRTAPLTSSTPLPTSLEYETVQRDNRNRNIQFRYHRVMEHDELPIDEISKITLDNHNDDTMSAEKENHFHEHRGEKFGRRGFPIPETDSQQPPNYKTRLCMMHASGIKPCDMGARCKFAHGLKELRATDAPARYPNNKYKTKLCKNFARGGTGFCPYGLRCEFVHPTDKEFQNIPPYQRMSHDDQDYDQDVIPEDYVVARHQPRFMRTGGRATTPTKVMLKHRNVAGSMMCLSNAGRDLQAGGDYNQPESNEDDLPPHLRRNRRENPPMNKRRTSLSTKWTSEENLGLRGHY
Efflux pump mplx – antifungal efflux pump inhibition, Nile Red retention | S. cerevisiae Candida pump triplex | inhibition, % at 10 µM | hit rate 0.44% among 330,000 | AID 485275;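 active = plate passing quality check with inhibition over a set limit, or well fluorescence over plate mean plus 4 SD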;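 note: Nile Red retained in pooled yeast measured as flow cytometry median fluorescence; 0% = buffer negative control and 100% = Enniatin B positive control; higher means more Nile Red kept so more efflux inhibition; some compounds called inactive have numbers as strong as hits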
* = called active by the depositor; ? = inconclusive; nt = not tested or not shown. An unsorted share of the library (roughly 2.3% active in at least one column).

molecule,GLD-1 RNA inh,EBNA-1 inhibitor,MCL1-BIM inh,ZTA DNA inh,Yeast superoxide,Fam108B inh,BCLXL inh,MEX-5 binding,Efflux pump mplx
CCC(C)N(C(=O)COC(=O)c1[nH]c(C)c(C(C)=O)c1C)C1CCS(=O)(=O)C1 (centres undefined),-6,11,6,-8,95,2,2,0.2,-0.2
O=C(CCn1c(=O)oc2cc(Cl)ccc21)Nc1ccc(N2CCOCC2)cc1,3,-9,4,-17,99,2,-3,-0.5,-0.1
CC(=O)N1c2c(cc(Br)cc2S(=O)(=O)N2CCOCC2)CC1C (centres undefined),1,-4,4,-3,116,-7,6,0.8,0.0
CSC1=NCCN1C(=O)Cc1ccc(F)cc1,5,-6,-4,-4,101,-1,3,0.8,0.1
O=C(OCc1nnc(-c2ccccc2)o1)C1CC(=O)N(c2ccccc2)C1 (centres undefined),-1,-4,6,0,103,0,-2,-0.2,0.0
CC(C)c1ccc2[nH]c3c(c2c1)[C@@H]1CCN2C(=O)CCC[C@H](C3)[C@H]12,8,-5,-2,-6,102,5,2,4.1,0.0
CCCS(=O)(=O)N1CCCC(C(=O)c2ccccc2OC)C1 (centres undefined),2,4,6,5,74,1,2,-0.3,-0.2
O=C(COc1ccc(Nc2ccccc2)cc1)Nc1ccncc1,1,-10,2,-6,98,6,10,2.4,0.0
N#Cc1ccc(-c2ccc(Cl)cc2)nc1Oc1ccc(F)cc1,4,4,3,16,93,-3,1,-2.1,-0.1
O=C(NC1=NCCS1)C1CC2CCC1C2 (centres undefined),3,-10,-3,-17,115,4,2,3.4,0.1
O=C1CCCC(=O)C1C(=O)C1CCN(S(=O)(=O)c2ccccc2)CC1,-2,0,-3,-5,92,4,0,1.1,-0.1
CCOc1ncccc1C(=O)OCC(=O)c1ccc[nH]1,-1,3,2,16,104,0,-1,0.0,0.0
COC(=O)Cn1nc(-c2ccccc2)c2cc(Cl)ccc21,9,-5,0,-9,101,0,-3,-2.5,0.0
CCN(CC)CCNC(=O)Cn1cnc2sc(C)c(S(=O)(=O)N3CCN(c4ncccn4)CC3)c2c1=O,5,-3,9,20,101,-2,6,0.0,0.0
CCOC(=O)CN1C(=O)C2(OCCCO2)c2ccccc21,7,4,-2,10,103,6,-3,2.2,0.0
CCCN(CCC)CCCNC(=O)CS(=O)Cc1nc(-c2ccc(OC)c(OC)c2)oc1C (centres undefined),7,-6,7,-3,89,6,3,5.2,-0.1
COc1ccc(N2CCN(C(CNC(=O)C(=O)NCCCn3ccnc3)c3ccco3)CC2)cc1 (centres undefined),6,6,0,11,107,4,3,-1.0,0.1
N=c1c(C(=O)NCc2ccco2)cc2c(=O)n3ccccc3nc2n1Cc1ccc(Cl)cc1,4,-5,34,-9,113,-4,22,-2.3,0.0
CCCn1nnc(NC(=S)NC(=O)Cc2ccccc2)n1,1,-1,8,-10,97,4,7,0.6,-0.1
CN(C)S(=O)(=O)c1cccc(-c2nnc(SCc3cc(Cl)cc4c3OCOC4)n2N)c1,-2,0,12,-10,101,1,7,0.6,-0.1

2 entries picked at random from the list so far:
molecule,GLD-1 RNA inh,EBNA-1 inhibitor,MCL1-BIM inh,ZTA DNA inh,Yeast superoxide,Fam108B inh,BCLXL inh,MEX-5 binding,Efflux pump mplx
O=C1CCCC(=O)C1C(=O)C1CCN(S(=O)(=O)c2ccccc2)CC1,-2,0,-3,-5,92,4,0,1.1,-0.1
CCCS(=O)(=O)N1CCCC(C(=O)c2ccccc2OC)C1 (centres undefined),2,4,6,5,74,1,2,-0.3,-0.2

Continued:
molecule,GLD-1 RNA inh,EBNA-1 inhibitor,MCL1-BIM inh,ZTA DNA inh,Yeast superoxide,Fam108B inh,BCLXL inh,MEX-5 binding,Efflux pump mplx
CCCCCCCCCCCCCCCC(=O)OC(CC(=O)O)C[N+](C)(C)C (centres undefined),3,3,85*,11,102,8,12,nt,0.3
CCSC(C)CC1C/C(=N/O)c2c(C)noc2C1 (centres undefined),3,-7,10,-9,89,-1,6,0.8,-0.1
CCC(CC)C(=O)c1c[nH]c(C(=O)NN)c1,4,-2,5,1,99,0,7,0.2,-0.1
Cc1ccc(N(CCCCN2C(=O)c3ccccc3C2=O)C(=O)c2ccc(Cl)s2)cc1,-1,2,3,-1,97,5,1,-0.8,-0.1
CN1C(=O)/C(=C/c2cc(C(C)(C)C)c(O)c(C(C)(C)C)c2)NC1=S,-21,12,2,4,107,-2,-4,1.1,0.1
COc1cccc(S(=O)(=O)NCc2ccc(C(=O)Nc3ccc(Cl)cc3)cc2)c1,5,12,1,4,96,-14,-4,1.2,-3.6
CCOC(=O)c1cnn(-c2nc(SC)nc3sc4c(c23)CCCC4)c1N,0,-2,6,-16,91,-1,5,-2.5,-0.3
CC1Cc2ccccc2N1C1=CC(=O)CC(C)(C)C1 (centres undefined),-2,-6,-1,2,108,-3,0,0.2,0.0
CN1CCN(CCNC(=O)Nc2ccccc2C(F)(F)F)CC1,-5,-3,-2,12,96,0,2,-2.7,0.0
Cc1cc(C)c2c(N)c(S(=O)(=O)Cc3ccccc3)sc2n1,4,8,-1,12,105,9,4,-3.6,0.0
CCCCCCNS(=O)(=O)c1ccc(NC(=O)C2CCCO2)cc1 (centres undefined),5,6,-3,-7,84,-1,-4,0.2,-0.2
Cn1nc(-c2ccccc2)c2nc3ccccc3nc21,-13,0,55*,17,102,-5,56*,?,0.1
CCOc1cccc(/C=N/NC(=O)c2ccc3c(c2)OCCO3)c1O,8,11,2,12,104,0,1,-2.5,-0.1
COc1ccc(N2C(=O)C3CCCN3C2c2ccc(Cl)cc2)cc1 (centres undefined),3,-10,-1,0,106,3,2,-1.9,-0.1
Cc1cccc(Cn2ccc(-c3ccc(Cl)cc3)c(C#N)c2=O)c1,-4,-2,0,15,96,5,9,3.2,-0.1
O=C(NCCCN1CCN(c2ccc(F)cc2)CC1)Nc1ccc([N+](=O)[O-])cc1,0,-15,7,-12,111,0,7,2.0,-0.1
CCC1=NN(C(=O)Cc2ccc([N+](=O)[O-])cc2)C(O)(c2ccc(Br)cc2)C1 (centres undefined),1,-8,4,-12,112,3,5,0.0,-0.2
COCCn1nnnc1C(c1cc2cc(C)ccc2[nH]c1=O)N1CCCCCC1 (centres undefined),9,-3,9,-6,95,4,13,-3.1,-0.1
COc1ccc2c(c1)CCc1cn[nH]c1-2,3,-10,4,-2,94,-4,-1,0.1,0.2
Cc1ccnc(NC(=O)c2ccoc2C)c1,16,4,42*,-2,94,4,32*,-4.0,-0.2
Cc1ccc(SC(=O)c2c(C)noc2-c2cc(C)on2)cc1,1,-7,1,10,97,2,2,-0.5,0.2
Cc1cccc2cc(CN(C(=S)NCC(C)C)C3CCCC3)c(=O)[nH]c12,11,1,0,-19,89,9,-1,0.3,0.0
CCCCNS(=O)(=O)c1ccc2nc(-c3cccnc3)cc(C(=O)NCCCOC)c2c1,6,6,0,6,101,0,7,0.3,0.1
Clc1ccc(C[n+]2cc(-c3ccccc3)n3c2CCC3)cc1,1,-8,-2,-11,105,2,5,1.5,0.2
C=CCOC(=O)COc1ccc2c(C)c(CC)c(=O)oc2c1,1,0,-2,-25,100,6,7,0.3,0.0
NC(=O)C1(N2CCCCC2)CCN(C(=S)Nc2ccc(S(N)(=O)=O)cc2)CC1,-1,-3,12,-2,106,1,4,-0.9,0.2
CC(C)(C)c1ccc(C(=O)NCc2nnc(SCC(=O)N3CCCc4ccccc43)n2-c2ccccc2)cc1,-2,0,2,-3,100,-2,-1,0.4,0.3
CC(OC(=O)c1ccc(NS(=O)(=O)c2ccc3[nH]c(=O)[nH]c3c2)cc1)C(N)=O (centres undefined),1,-3,-2,0,100,-2,-1,0.3,0.0
NS(=O)(=O)c1ccc(CCn2c(=S)[nH]c3ccc(F)cc3c2=O)cc1,-3,-5,4,-13,96,-4,7,0.6,0.1
Cc1ccc[n+](CC(=O)Nc2cccc(Cl)c2)c1,2,15,6,-10,102,-1,7,-1.0,0.1
CCOC(=O)c1c(NC(=O)C(C)Sc2cn(C)c3ccccc23)sc2c1CCC2 (centres undefined),10,-13,2,-3,106,-4,0,0.7,-0.1
O=C(O)[C@@H]1CSC2c3ccccc3C(=O)N21 (some centres undefined),6,-10,4,2,85,-1,2,1.7,0.1
COC(=O)c1cc2occc2n1Cc1nc(-c2ccccc2Cl)oc1C,5,7,5,10,95,5,8,-2.9,-0.1
Cc1c(Nc2nc3ccccc3nc2NS(=O)(=O)c2ccccc2)c(=O)n(-c2ccccc2)n1C,5,-6,4,-12,85,8,10,-1.2,0.1
CCOc1cc(/C=C2/C(=N)N3C=CSC3=NC2=O)ccc1OCCCOc1ccccc1C,-4,0,2,-8,94,-2,-4,-1.1,-0.1
N#CCSc1nc2c(c(=O)n1Cc1ccccc1)C1(CCCC1)Cc1ccccc1-2,1,2,2,-19,106,-5,7,-0.6,0.0
CCNC(=S)NNC(=O)CCn1cc(C)cn1,2,-1,3,-5,96,-1,1,-1.9,-0.2
Cc1ccc(Cl)cc1N1CCN(Cc2cc3c(cc2O)CCC3)CC1,-1,10,7,9,87,-1,4,2.9,-0.2
CCN(CC)CCNC(=O)C(=O)Nc1cc2c3c(c1)CC(=O)N3CCC2,5,-3,2,-18,185,-1,1,1.5,-0.1
C/C(=N\O)c1ccc2c3c([nH]c2c1)CCCC3,21,1,14,11,91,5,21,-5.2,0.1
COc1ccc(-c2cc(C(=O)OC3CCOC3=O)c3ccccc3n2)cc1 (centres undefined),3,3,9,-9,98,3,2,0.5,-0.1
